Assay outcomes from PubChem.
RAD54 inh = RAD54 (human) branch migration inhibition; Q92698; RAD54 Holliday junction branch migration, FAM/BHQ fluorescence; inhibition, % at 10.4 µM; 360,000 tested, 0.14% active;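 active = mean normalized replicate activity at least 40 and at least half of replicates scoring 40 or more; inconclusive = only one of the two criteria met; inactive = mean below 40 and under half of replicates reaching 40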;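 note: 0% = median of neutral control wells and 100% = median of positive control wells; inhibitors cause a drop in the FAM fluorescence signal; in these data hits start at about 50%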
miR-122 sensor = blocks miR-122 activity in Huh7 sensor cells; Huh7 miR-122 Renilla luciferase sensor, 48 h; neutral wells = 0, positive control = 100; activation (reporter increase), % at 12.5 µM; 340,000 tested, 0.3% active;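 active = mean replicate activation score at least 90 and every replicate individually at or above 90; inconclusive = only one of the two criteria met; inactive = neither criterion met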;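 note: higher luciferase means less miR-122 activity so hits act as miR-122 inhibitors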
Cneo AK release = Cryptococcus neoformans lysis via adenylate kinase release; C. neoformans lysis, adenylate kinase release luminescence, 4 h; normalised: neutral wells 0, clomiphene wells 100; lysis activity, % at 15 µM; 360,000 tested, 0.2% active; AID 651654;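 active = mean lysis activity across replicates of at least 80%, whatever share of replicates individually reach that level; inactive = mean lysis activity below 80%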
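Assay system: log-phase C. neoformans yeast / Quantity: yeast cell density of 5 × 10^6 cells/mL / Medium: fresh YPD growth medium / Compound: single dose / Timing: static 4 h at 37 °C with compound, 1 h detection / Measured by: adenylate kinase release luminescence / Read-out: lysis from increased AK signal / Benchmarks: Clomiphene as positive lysis control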
PGC1a acetyl inh = lowers PGC1a acetylation signal in U2OS cells; AlphaScreen anti-acetyl-lysine; with virally co-expressed GCN5 acetyltransferase; inhibition, % at 15.6 µM; 350,000 tested, 0.17% active;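 active = every replicate shows inhibition of at least 40%; inconclusive = mean inhibition at least 40% but some replicate below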;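 note: 0% = neutral control wells and 100% = positive control wells; some results beyond the cut were filed as inactive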
ERAP1 inh = ERAP1 (human) enzyme inhibition; AID 652197; 340,000 tested, 0.15% active; recombinant ERAP1, Leu-AMC fluorescence, 60 min; inhibition, % at 10.7 µM; Q9NZ08;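 active = mean replicate inhibition of at least 30%, or all replicates individually reaching that 30% level; inactive = mean below 30% and not every replicate reaching it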;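 note: 0% = neutral control wells and 100% = L-leucinethiol positive control wells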
E-selectin induc = induces E-selectin expression in human endothelial cells; HUVEC E-selectin immunofluorescence imaging; normalized: neutral wells 0, TNF-alpha wells 100; activation, % at 7.58 µM; 260,000 tested, 0.37% active; AID 686992;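 active = mean E-selectin-positive cell signal at least 10% of the positive control, reached in at least 60% of replicates, without over 20% cell loss; inconclusive = no rule given, readout overlaps actives, possibly toxicity-flagged; inactive = the rest, including those meeting only one limit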;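 note: in these data hits start at about 27%; measured in HUVEC primary endothelial cells; signal is the percent of cells scored E-selectin positive by PE staining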
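Assay system: HUVEC primary endothelial cells. Input: 3,000 HUVEC seeded per well. Doses: one compound dose added by pin transfer. Read-out basis: % PE-positive cells. Benchmarks: TNF-alpha high, DMSO low. Detection: immunofluorescence imaging. Buffer or medium: EGM-2, gelatin.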
RAD52 anneal inh = inhibitors of human RAD52 DNA annealing; recombinant RAD52 DNA annealing, FRET fluorescence; inhibition, % at 18.7 µM; 360,000 tested, 0.46% active; AID 651710;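 active = every replicate showing at least 50% inhibition; inconclusive = mean inhibition at least 50% but not in every replicate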
Target sequence (P43351 whole entry, looked up): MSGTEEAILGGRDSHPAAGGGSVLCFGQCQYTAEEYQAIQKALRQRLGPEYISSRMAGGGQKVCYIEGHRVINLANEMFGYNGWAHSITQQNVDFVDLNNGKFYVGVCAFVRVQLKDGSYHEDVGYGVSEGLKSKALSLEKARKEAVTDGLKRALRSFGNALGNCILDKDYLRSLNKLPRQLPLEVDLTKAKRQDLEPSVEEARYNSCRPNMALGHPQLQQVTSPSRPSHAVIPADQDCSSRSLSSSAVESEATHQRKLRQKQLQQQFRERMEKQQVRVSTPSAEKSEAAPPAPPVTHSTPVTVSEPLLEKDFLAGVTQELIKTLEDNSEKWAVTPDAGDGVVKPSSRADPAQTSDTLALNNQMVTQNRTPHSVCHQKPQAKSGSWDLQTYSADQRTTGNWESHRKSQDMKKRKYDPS
PglD inh = PglD (C. jejuni) enzyme inhibition; 360,000 tested, 0.098% active; inhibition, % at 12.5 µM; AID 602405; purified PglD enzyme, DTNB colorimetric CoA detection; in the data active = inhibition above about 16%, passing the limit was not always enough; inconclusive = no clear call, values can overlap the other calls; note: strong numbers were not always called active
The depositor's hits bear a star; ? = inconclusive; nt = not tested or not shown; & = joins results of further samples; [ ] = dose if it differs, or a comment. The order is random; overall some 1.4% were active at least once.

SMILES	RAD54 inh	miR-122 sensor	Cneo AK release	PGC1a acetyl inh	ERAP1 inh	E-selectin induc	RAD52 anneal inh	PglD inh
Cc1cc(C)cc(OCC(=O)OCC(=O)N2CC(=O)Nc3ccccc32)c1	nt	nt	nt	-2	-4	2.7	-15	nt
Cc1nc(SCC(=O)N(C)C2CCCCC2)[nH]c(=O)c1Cc1ccccc1	-4	1	-2	-9	-2	nt	-16	1
COc1ccc(-n2c(C)cc(-c3csc(N)n3)c2C)cc1	6	0	-2	-2	nt	nt	nt	6
Cc1nn(CC(=O)N2CCOCC2)c(=O)c2ccccc12	8	-8	-1	5	nt	nt	nt	-8
O=C(c1ccc(-n2cccn2)cc1)N1CCc2c([nH]c3ccccc23)C1c1ccccn1 (configuration not stated)	-4	16	9	-6	0	4.3	-19	3
CC1CC(=O)N(CCc2ccccc2)C(=O)C1	-3	-3	1	-5	0	0.2	-4	5
O=C(C[C@H]1CC[C@H]2[C@@H](COC[C@@H](O)CN2S(=O)(=O)c2cccc(Cl)c2)O1)N1CCCCC1	5	-1[16.7 µM]	1	0	-1	0.2	-8	2
CC1CN(S(=O)(=O)c2cccc(C(=O)Nc3ccc(S(=O)(=O)NC4=NCCCCC4)cc3)c2)CC(C)O1 (configuration not stated)	-4	4	-1	-3	-10	0.6	-17	6
O=[N+]([O-])c1ccc(Cl)cc1Sc1ccccn1	-4	4	1	-15	nt	nt	nt	-4
O=C(Nc1cccc(S(=O)(=O)N2CCCCC2)c1)c1ccco1	3	nt	1	-9	2	-0.3	-21	1
CC(=O)C[C@H](O)CC(=O)[C@@H]1OC(=O)[C@H](C)C/C=C\Cc2ccccc21	-5	9	2	6	nt	0.2	-16	-2
CCN(CC)c1nc(=S)nc(NC(C)(C)C)[nH]1	nt	-7	nt	0	6	nt	0	nt
COc1ccc(S(=O)(=O)Nc2ccc3c(c2)C(=O)N([C@H](C)CO)C[C@H](C)[C@H](CN(C)C(=O)c2ccncc2)OCCCC[C@@H](C)O3)cc1	-2	1[16.7 µM]	-1	2	2	-0.2	-14	-29
Cc1ccc(C)c(N2CCN(c3ccncc3N)CC2)c1	-1	3	-3	nt	1	nt	2	-3
CN(C)C(=O)c1ccc(-c2ccc([C@H]3[C@@H](CO)N4CCCCN(S(C)(=O)=O)C[C@H]34)cc2)cc1	-7	-13[16.7 µM]	-2	5	1	0.6	-5	-2
CCOc1ccc(C(=O)N(C)C2CCS(=O)(=O)C2)cc1 (configuration not stated)	-5	4	1	-6	nt	nt	nt	-1
CCCC#Cc1ccc2c(c1)O[C@@H](CN(C)C(=O)Nc1ccc(OC)cc1)[C@@H](C)CN([C@@H](C)CO)S2(=O)=O	3	3[16.7 µM]	54	-8	0	nt	-8	8
O=C(CC1SCCNC1=O)Nc1ccc(Cl)cc1 (configuration not stated)	nt	nt	nt	1	3	1.5	0	nt
O=C(O)C[C@H]1CC[C@@H](NC(=O)CCN2CCCCC2)[C@H](CO)O1	nt	nt	nt	6	5	-0.2	-3	nt
COc1ccc(Cc2nnc(SCC(=O)NCCc3ccccc3)o2)cc1	-3	5	0	nt	nt	nt	nt	-3
COCC#Cc1ccc([C@H]2[C@H]3CN(Cc4ccncc4)CCCCN3[C@H]2CO)cc1	10	1[16.7 µM]	1	1	1	-0.3	-7	0
C[C@H]1CN([C@@H](C)CO)S(=O)(=O)c2ccc(Br)cc2O[C@H]1CN(C)C(=O)CCN1CCCCC1	-14&-5	-1	2&0	-6&6	0&-1	-0.2	-2&2	3&-1
CCN1[C@@H]2c3ccc(/C=C/c4ccccc4)c(=O)n3C[C@H]1[C@H](CO)[C@H]2C(=O)NC1Cc2ccccc2C1	nt	nt	nt	-1	-1	0.1	7	nt
Cc1cc(NC(=O)CCC(=O)N(Cc2ccccc2)C(C(=O)NC2CCCC2)c2ccco2)no1 (configuration not stated)	-1	-9	1	-5	-1	nt	4	0
O=C(O)CNC(=O)c1ccc(NC(=O)/C(=C/c2cccc([N+](=O)[O-])c2)NC(=O)c2ccco2)cc1	1	2	3	nt	0	-1.0	-8	0

Next part, starting with the last two of the part before.
SMILES	RAD54 inh	miR-122 sensor	Cneo AK release	PGC1a acetyl inh	ERAP1 inh	E-selectin induc	RAD52 anneal inh	PglD inh
Cc1cc(NC(=O)CCC(=O)N(Cc2ccccc2)C(C(=O)NC2CCCC2)c2ccco2)no1 (configuration not stated)	-1	-9	1	-5	-1	nt	4	0
O=C(O)CNC(=O)c1ccc(NC(=O)/C(=C/c2cccc([N+](=O)[O-])c2)NC(=O)c2ccco2)cc1	1	2	3	nt	0	-1.0	-8	0
CN(C)C(=O)[C@@]1(CCS(=O)(=O)c2ccccc2)N=C(c2ccc(OCCCO)cc2)O[C@H]1c1ccccc1	-5	nt	0	nt	4	nt	35	5
COc1ccc(/C=C/C(=O)OCC(=O)NC2CCCC(C)C2C)c(OC)c1 (configuration not stated)	6	-4	0	9	-4	0.3	-15	-3
CCOc1ccc(NC(=O)CN(C)C(=O)c2ccc(COc3ccccc3)o2)cc1OCC	-11	1	6	-12	2	-0.2	-8	-3
CCOc1ccccc1NS(=O)(=O)c1ccc2c(c1)N(C)CCO2	0	?	0	-4	0	nt	-7	2
CCOC(=O)C1=CCC2C(=O)N(CC)C(=O)C12 (configuration not stated)	-4	-6	0	5	-3	-0.1	-8	-1
CN(C)Cc1cn(CC[C@@H]2CC[C@H](NC(=O)Nc3ccccc3F)[C@H](CO)O2)nn1	-1	nt	12	1	3	-0.3	2	0
Cc1cc(C(=O)NC2CCCN(Cc3ccc(Cl)cc3)C2)no1 (configuration not stated)	-13	nt	1	nt	-1	-0.1	8	4
O=C(C[C@@H]1CC[C@@H]2[C@H](COC[C@H](O)CN2CCC(F)(F)F)O1)NCC1CC1	-6	4[16.7 µM]	52	-4	1	0.1	-4	1
COCC(=O)N1CC2(C1)[C@H](c1ccc(-c3cccc(C)c3)cc1)[C@@H](CO)N2C(=O)C1CC1	nt	nt	nt	-5	0	-0.2	9	nt
N#Cc1ccc(-c2ccc([C@@H]3[C@H](CO)N4C(=O)CN(C(=O)C5CC5)C[C@@H]34)cc2)cc1	nt	nt	nt	0	3	-0.2	2	nt
O=C1CC(c2ccc3c(c2)OCO3)c2cc3c(cc2N1)OCCO3 (configuration not stated)	-2	1	-3	-23	nt	nt	nt	3
Cc1ccc(/C=C2/Sc3ccc(C(=O)NCCN4CCOCC4)cc3NC2=O)cc1	2	nt	1	nt	5	nt	-66	5
CCOC(=O)c1cc2c(=O)n3ccccc3nc2n(CCCOC)c1=NC(C)=O	15	-1	2	4	nt	nt	nt	9
Cc1ccccc1SCC(=O)OCC(=O)N(C)c1c(N)n(Cc2ccccc2)c(=O)[nH]c1=O	6	nt	-2	nt	3	11	-18	5
C[C@@H]1CN([C@H](C)CO)C(=O)c2cc(NC(=O)C3CCCCC3)ccc2O[C@@H]1CN(C)S(=O)(=O)c1ccc(F)cc1	-6	39[16.7 µM]	9	14	-1	-1.9	15	-4
CC1CCC(NC(=S)NCCN(C)C)CC1 (configuration not stated)	-7	-9	0	nt	3	nt	-9	-6
CCCn1c(C)cc(C(=O)CN2C(=O)NC3(CCCCCC3)C2=O)c1C	-10	6	13	4	-3	-5.1	-2	3
Fc1ccc(-n2c(Cn3nnc4ccccc43)n[nH]c2=S)cc1	nt	nt	nt	14	9	6.7	-7	nt
CCOc1ccc(-c2n[nH]c(=S)n2Cc2ccccc2)cc1	1	-5	1	3	0	nt	-10	-9
CSc1ccc(CNCCCN(C)C)cc1	-6	-5	-4	-8	4	nt	-15	-11
CCc1cccc2c(C(=O)COC(=O)c3nn(C)c(=O)c4ccccc34)c[nH]c12	-6	7	0	0	nt	nt	nt	1
CCNC(=O)C1(C)CCCN(Cc2cccc3c2OCCO3)C1 (configuration not stated)	1	-3	1	nt	1	0.9	0	4
C/C=C/c1ccc2c(c1)O[C@@H](CN(C)C(=O)c1cccnc1)[C@H](C)CN([C@@H](C)CO)S2(=O)=O	4	3[16.7 µM]	-4	9	1	0.3	-6	-4
CCCNC(=O)C[C@H]1CC[C@@H]2[C@@H](COc3ccc(NC(=O)CCC)cc3C(=O)N2C)O1	0	11[16.7 µM]	2	-3	2	0.1	-5	0

Of the compounds above, 7 contain an NH in an aromatic ring.
SMILES	RAD54 inh	miR-122 sensor	Cneo AK release	PGC1a acetyl inh	ERAP1 inh	E-selectin induc	RAD52 anneal inh	PglD inh
Cc1nc(SCC(=O)N(C)C2CCCCC2)[nH]c(=O)c1Cc1ccccc1	-4	1	-2	-9	-2	nt	-16	1
O=C(c1ccc(-n2cccn2)cc1)N1CCc2c([nH]c3ccccc23)C1c1ccccn1 (configuration not stated)	-4	16	9	-6	0	4.3	-19	3
CCN(CC)c1nc(=S)nc(NC(C)(C)C)[nH]1	nt	-7	nt	0	6	nt	0	nt
Cc1ccccc1SCC(=O)OCC(=O)N(C)c1c(N)n(Cc2ccccc2)c(=O)[nH]c1=O	6	nt	-2	nt	3	11	-18	5
Fc1ccc(-n2c(Cn3nnc4ccccc43)n[nH]c2=S)cc1	nt	nt	nt	14	9	6.7	-7	nt
CCOc1ccc(-c2n[nH]c(=S)n2Cc2ccccc2)cc1	1	-5	1	3	0	nt	-10	-9
CCc1cccc2c(C(=O)COC(=O)c3nn(C)c(=O)c4ccccc34)c[nH]c12	-6	7	0	0	nt	nt	nt	1
